# Screening data deposited in PubChem by several laboratories.
# PDI turbidity = inhibitors of human protein disulfide isomerase. P07237. PDI insulin aggregation turbidity, A650, 90 min. inhibition, % at 10 µM. actives 0.052% (n = 350,000);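 active = mean inhibition across replicates of 30% or more, whatever share of single replicates reach that level; inconclusive = mean inhibition below 30% while every single replicate reaches 30%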;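 note: absorbance from insulin aggregation driven by PDI reduction with DTT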
# Target sequence (P07237 whole entry, looked up): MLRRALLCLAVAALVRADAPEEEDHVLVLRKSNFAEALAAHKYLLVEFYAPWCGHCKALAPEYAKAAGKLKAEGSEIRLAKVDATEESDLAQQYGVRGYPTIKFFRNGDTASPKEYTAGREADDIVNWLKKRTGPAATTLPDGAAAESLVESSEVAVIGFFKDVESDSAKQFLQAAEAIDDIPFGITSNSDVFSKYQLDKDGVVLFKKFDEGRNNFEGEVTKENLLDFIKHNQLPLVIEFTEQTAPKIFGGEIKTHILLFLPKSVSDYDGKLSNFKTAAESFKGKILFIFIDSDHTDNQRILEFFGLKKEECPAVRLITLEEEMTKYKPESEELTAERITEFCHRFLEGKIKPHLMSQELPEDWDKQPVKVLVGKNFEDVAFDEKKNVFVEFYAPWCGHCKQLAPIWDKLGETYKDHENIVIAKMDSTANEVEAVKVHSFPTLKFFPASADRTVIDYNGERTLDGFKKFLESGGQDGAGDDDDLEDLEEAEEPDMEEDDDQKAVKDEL
# hiPSC survival = hiPSC single-cell survival enhancement. ATPlite luminescence; 100% = ROCK inhibitor wells, 0% = DMSO. actives 0.044% (n = 360,000). survival enhancement, % at 20 µM; in the data active = survival enhancement above about 18%;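 note: cells exposed to compounds for 16 hours before the ATP read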
# Shn3 3UTR inh = reduces Shn3 3'UTR luciferase signal in osteoblasts; Clone20 osteoblast Shn3 3'UTR firefly luciferase, 24 h; inhibition, % at 12.5 µM; actives 0.52% (n = 360,000);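 active = mean inhibition of at least 75% with every replicate also reaching 75%; inconclusive = mean inhibition at least 75% but some replicate below; inactive = mean inhibition below 75%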;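 note: 0% = median of neutral control wells and 100% = pilot-screen positive control compound; some compounds past the cut are filed as inactive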
# H9c2 protect = protects H9c2 cardiomyocytes from peroxide injury | H2O2 injury protection, ATPLite, 2 h | protection from H2O2 cell death, % at 20 µM | actives 0.63% (n = 360,000) | AID 588492;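 active = compounds giving at least 50% protection of heart cells from peroxide-induced death in the single-dose screen, raw or plate-pattern-corrected value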;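 note: 0% = DMSO wells with peroxide and 100% = DMSO wells without peroxide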
# MITF TRPM1 inh = inhibitors of MITF-driven TRPM1 promoter in melanoma cells. SK-MEL-5 TRPM1 promoter luciferase, 24 h. inhibition, % at 12.5 µM. actives 0.83% (n = 330,000). AID 488899;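 active = mean inhibition across replicates of 60% or more, whatever share of single replicates reaches that level; inconclusive = some that reach 60%, reason not given; inactive = mean inhibition across replicates below 60%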; note: values of inactives mirror those of a sister screen read the other way
# Peg3 promoter = reduces Peg3 promoter-driven luciferase expression in HeLa. AID 588405. actives 1.7% (n = 360,000). HeLa PEG-Prom luciferase reporter, luminescence, overnight. inhibition, % at 20 µM;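 active = inhibition of at least 50% at 20 µM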
# HTR2A ag = mouse HTR2A agonism via beta-arrestin recruitment | P35363 | CHO-K1 mHTR2A beta-arrestin complementation, luminescence; percent of 30 µM serotonin response | activation, % at 7.6 µM | actives 0.66% (n = 360,000);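 active = activation above a run cutoff, the mean activation of all tested compounds plus 3 SD, cut at about 14% in these data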;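 note: 0% = plate median of compound wells and 100% = 30 µM serotonin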
# NR2E3 ag-1 = NR2E3 (human) agonism; Q9Y5X4; GST-NR2E3/biotin-RetCOR TR-FRET, 1536-well; inhibition of corepressor binding, % at 4.78 µM; actives 0.12% (n = 320,000); AID 2300;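 active = percent inhibition above the cutoff of mean plus 3 SD of all tested compounds, set per screening campaign, cut at about 20% in these data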;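 note: 0% = DMSO wells and 100% = biotin wells as full block of FRET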
# Target sequence (Q9Y5X4 whole entry, looked up): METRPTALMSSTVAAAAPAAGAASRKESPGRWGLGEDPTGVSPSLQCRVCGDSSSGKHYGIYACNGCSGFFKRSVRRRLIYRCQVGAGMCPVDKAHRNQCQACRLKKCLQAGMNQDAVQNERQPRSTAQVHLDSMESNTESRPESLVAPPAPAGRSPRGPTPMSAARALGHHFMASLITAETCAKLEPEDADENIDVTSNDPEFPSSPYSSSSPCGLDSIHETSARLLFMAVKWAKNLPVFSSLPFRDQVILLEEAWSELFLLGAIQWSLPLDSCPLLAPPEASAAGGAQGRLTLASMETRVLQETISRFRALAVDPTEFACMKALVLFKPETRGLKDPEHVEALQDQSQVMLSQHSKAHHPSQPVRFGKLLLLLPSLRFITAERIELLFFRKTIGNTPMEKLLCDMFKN
#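 System: GST-NR2E3 and biotin-RetCOR proteins; probe or stimulus: 7 nM biotin-RetCOR; doses: compound at 4.8 µM, single dose; schedule: Compound–protein incubation for 5 h at 4 °C; detection: time-resolved FRET; read-out: percent inhibition; controls: biotin wells as high control, 0.6% DMSO wells as low control; format: 1536-well plates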
# CaV13 ICDI inh = Disruptors of the CACNA1D IQ motif to Ca2+-dependent inactivation inhibitor domain association, primary screening, Förster resonance energy transfer in intact living …. HEK cells, CFP/YFP FRET ICDI-IQ, plate reader, 10 min; percent FRET-ratio fall versus neutral wells. inhibition, % at 12.3 µM. actives 0.098% (n = 340,000). AID 743397;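 active = mean replicate inhibition of at least 30% and at least 1% of replicates passing that level; inconclusive = only one of the two criteria is met; inactive = neither criterion is met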;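 note: 0% = median of the neutral control wells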
# HIF-2a block = HIF-2a inhibition; inhibition, % at 18.8 µM; 786-0 RCC cells HIF-2a reporter, luciferase luminescence, overnight; AID 624352; actives 0.72% (n = 360,000);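 active = inhibition of the luminescence signal of 40% or more relative to plate controls, in a single-dose primary screen at 18.75 µM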
# NR2E3 ag-2 = human photoreceptor-specific nuclear receptor agonism | CHO-S Gal4-NCOR/VP16-NR2E3 two-hybrid, luciferase | Q9Y5X4 | actives 0.35% (n = 360,000) | AID 602229 | inhibition of corepressor binding, % at 3.98 µM;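 active = inhibition above the mean of all tested compounds plus 3 SD, cut at about 70% in these data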;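 note: 0% = DMSO with NR2E3 transfected cells and 100% = cells lacking NR2E3 construct; higher means lower luciferase signal from less NR2E3 corepressor binding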
# Starred values were filed as active, the others as inactive; ? = inconclusive; nt = no result given; & = joins results of further samples. These rows are one share of the data; count on the stated rates, not on these rows.
SMILES,PDI turbidity,hiPSC survival,Shn3 3UTR inh,H9c2 protect,MITF TRPM1 inh,Peg3 promoter,HTR2A ag,NR2E3 ag-1,CaV13 ICDI inh,HIF-2a block,NR2E3 ag-2
C=CCN1C(=O)NC(=O)C(Cc2ccc(OC)c(OC)c2)C1=O (stereo not drawn),-1.2,-1.1,-5.7,2.5,-10.9,8.0,3.4,0.0,-8.1,17.9,-18.1
CC(C)OCCCNC(=O)c1c(N)n(CC2CCCO2)c2nc3ccccc3nc12 (stereo not drawn),4.8,1.8,-6.0,6.0,0.7,9.5,4.4,0.9,-1.3,-12.1,-13.9
CN(C)C(=O)Oc1ccc(Cl)c2ccccc12,5.4,1.3,-5.2,-0.6,-10.4,12.9,-1.2,-0.2,-5.7,9.9,-10.9
COC(=O)C1=C(c2ccccc2OCc2ccccc2)C[C@@H]2CC[C@H]1N2C(=O)NCc1ccc(Br)cc1,6.3,-4.3,13.9,-6.1,-2.8,13.9,3.0,-0.8,-10.8,14.3,19.6
NNCc1ccccc1,-7.4&-3.6,0.5&0.2,-43.9&-15.4,-6.3&4.4,-29.3,-72.4&-43.4,6.3&-3.9,nt,-6.6&-4.9,-166.2&-97.3,-31.9&-91.2
CCC(CC)C(=O)NC1CCSC1=O (stereo not drawn),-3.4,7.2,-2.3,-0.4,-5.6,3.6,0.8,2.1,-5.2,10.3,-4.2
O=C(c1ccc2nc3ccc(Cl)cc3c(=O)n2c1)N1CCC2(CC1)OCCO2,3.3,1.7,3.9,2.3,-21.9,-21.3,-4.7,2.4,-4.5,-29.5,-2.9
COc1ccc(N2CCN(Cc3nc4ccccc4[nH]3)CC2)cc1,3.6,-0.3,-18.5,-1.4,7.6,-1.5,2.2,3.6,-6.8,-5.0,7.2
N/C(=N\[N+](=O)[O-])N1CCN(C(=O)OC2CCCC2)CC1,14.9,-0.6,5.5,6.0,3.2,13.1,2.2,3.6,-1.7,22.4,-19.6
Cc1nc2cc([N+](=O)[O-])ccc2c(=O)n1-c1ccc(Br)cc1,-0.5,0.0,-29.6,2.4,-4.9,5.1,2.8,-2.2,-6.1,2.3,-13.8
O=C1CNC(c2ccccc2Cl)c2cc(Br)ccc2N1 (stereo not drawn),-0.7,0.4,-21.0,-3.4,5.2,1.9,1.7,1.7,-19.2,29.2,2.9
Cc1c(C(=O)N2CCC3(CC2)OCCO3)sc2ncnc(N3CCc4ccccc4C3)c12,13.7,6.0,-7.1,19.3,4.2,20.6,-9.1,2.4,-5.2,20.8,-6.0

# Just NR2E3 ag-2 (two entries from above):
SMILES | NR2E3 ag-2
CC(C)OCCCNC(=O)c1c(N)n(CC2CCCO2)c2nc3ccccc3nc12 (stereo not drawn) | -13.9
COC(=O)C1=C(c2ccccc2OCc2ccccc2)C[C@@H]2CC[C@H]1N2C(=O)NCc1ccc(Br)cc1 | 19.6

# (listing goes on)
SMILES,PDI turbidity,hiPSC survival,Shn3 3UTR inh,H9c2 protect,MITF TRPM1 inh,Peg3 promoter,HTR2A ag,NR2E3 ag-1,CaV13 ICDI inh,HIF-2a block,NR2E3 ag-2
CCOC(=O)[C@]1(C#N)[C@@H]2C=CC(C(N)=O)=CN2[C@@H](C(N)=O)[C@@H]1c1ccc(F)cc1,-2.2,-0.6,-2.9,-5.4,-6.9,-2.0,-1.0,3.1,-3.4,12.4,18.1
COC(=O)C1=C(c2ccc(OCc3ccccc3)cc2)C[C@@H]2CC[C@H]1N2C(=O)NCCc1ccc(F)cc1,9.1,2.6,61.1,-18.2,nt,18.5,-5.6,nt,-8.6,-7.8,-0.6
CC(C)(C)c1ccccc1O,nt,0.1,4.2,6.1,11.4,0.4,1.6,1.2,nt,9.1,-2.4
Cn1cc(C(=O)N2CCOCC2)c2ccccc21,4.7,0.2,6.0,-8.2,5.8,5.0,12.6,-0.3,7.1,18.7,25.1
COc1ccccc1NP1(=O)OCC(C)([N+](=O)[O-])CO1 (stereo not drawn),4.2,3.9,-5.4,-1.2,-0.8,5.8,9.1,nt,-5.4,9.6,11.5
O=C1NC(=S)N(c2ccccc2)C(=O)/C1=C/c1ccco1,5.1,0.1,4.1,-4.3,8.6,9.3,2.7,0.3,-2.9,16.6,-20.6
O=C(N/N=C/C1C(=O)NC(=S)N(c2ccccc2)C1=O)c1cc(Br)c(O)c(Br)c1 (stereo not drawn),1.4,-1.7,-14.4,1.4,5.1,13.0,-1.9,2.4,-7.9,14.6,-40.4
c1ccc(CN2CCN(Cc3ccc4ccccc4c3)CC2)cc1,-1.0,-0.5,4.1,7.2,-11.7,-1.5,-9.4,-0.8,-3.0,-3.1,-14.0
Cc1ccc(NC(=O)c2ncn(CCCNCCN3CCOCC3)n2)cc1C,3.2,-0.8,9.7,2.1,2.6,-5.0,4.0,nt,-6.0,-1.8,9.9
COc1ccc2nc3c(C)n(C)ccc-3c2c1,-1.8,-1.1,3.9,-0.2,1.6,6.3,0.2,nt,-9.0,7.2,-33.7
COc1cc2c(cc1OC)CN(c1ccc([N+](=O)[O-])c(C(F)(F)F)c1)CC2,-7.3,-1.2,60.7,-16.9,-1.8,26.6,3.0,3.1,-2.6,46.5*,-5.4
Cc1ccc([N+](=O)[O-])cc1,nt,2.8,7.3,-1.8,-2.7,3.0,-1.3,3.2,nt,-0.4,-11.3
ClC1C(Cl)C(Cl)C(Cl)C(Cl)C1Cl (stereo not drawn),3.8&-2.9,-0.6&-0.6,13.2&10.0,8.2&-20.2,-0.8&5.7,6.2&11.2,-2.6&-0.8,4.2&2.3,-5.1&-4.3,-2.3&-13.6,-22.6&20.7
O=C(/C=C/c1ccccc1)NC(=S)N1C[C@H]2C[C@H](C1)c1cccc(=O)n1C2,nt,0.8,5.4,-2.4,nt,-10.0,7.5,1.7,nt,-10.4,-2.6
COC(=O)N(c1ccccc1)P(=O)(Oc1ccccc1)Oc1ccccc1,6.6,-0.6,-9.9,-0.3,8.2,5.9,5.2,-1.2,-3.3,21.7,-26.8
Cc1ccc2c(c1)CC1(CN2C)C(=O)NC(=O)N(c2cccc(C)c2C)C1=O (stereo not drawn),1.2,-2.0,-6.9,-2.7,-0.3,14.0,2.2,-2.4,-4.8,0.8,-27.4
Clc1cc(I)cc(Cl)c1NC1=NCCN1,4.1,0.9,3.0,15.0,-4.3,-6.2,4.6,5.9,-5.6,2.0,-31.6
CCCCn1c(O)c(C(C)=NCc2cc(OC)cc(OC)c2)c(=O)[nH]c1=O,-3.5,-1.1,-4.3,17.3,5.3,17.9,1.7,-6.9,-8.6,33.7,-44.6
O=C1CC(=O)N(Cc2ccccc2)C(=O)N1Cc1ccccc1,-6.3,3.3,-9.3,3.2,4.5,4.3,-3.2,nt,-10.4,-12.6,11.7
COC(=O)C1=C(c2ccc(OCc3ccccc3)cc2)C[C@@H]2CC[C@H]1N2C(=O)NCc1ccc(C(C)(C)C)cc1,5.7,-0.5,?,-17.0,nt,2.3,-8.9,nt,-6.2,-3.1,3.6
COc1ccc(CCNCc2cccn2C)cc1,-0.5,1.1,7.2,5.4,2.5,-2.5,27.6*,0.8,-4.9,5.7,-13.4
O=c1[nH]c(=S)n(C2CCCCC2)c(O)c1/C=N/N1CCOCC1,-7.3,0.2,5.4,-7.3,1.7,9.7,-2.8,-0.2,-15.3,22.5,19.8
CCOP(=O)(OCC)C(Cc1ccccc1)NC(C)=O (stereo not drawn),-9.1,-0.2,1.9,-3.5,11.5,6.6,1.0,2.5,-5.0,19.5,-11.3
O=[N+]([O-])c1cccc2c([As](=O)(O)O)cccc12,-1.3,0.4,-6.5,0.0,3.0,-14.8,5.2,1.8,-17.3,11.9,-6.6
CCOC(=O)C1CCN(C(C)C(=O)c2c[nH]c3ccccc23)CC1 (stereo not drawn),3.4,-0.1,17.1,4.6,15.6,5.1,-0.3,1.2,nt,11.3,-18.1
COc1ccccc1N1C(=O)NC(=O)C(CCc2ccncc2)(CCc2ccncc2)C1=O,-12.9,-0.4,-6.1,14.4,-4.9,-14.9,8.0,2.1,-6.6,-5.9,2.4
NC(=S)c1cn(C2OC(CO)C(O)C2O)c2ncnc(N)c12 (stereo not drawn),-0.3,-0.1,96.9*,-3.7,81.9*,107.0*,3.6,-0.1,-4.2,52.4*,103.2*
ClCCOCOCCCl,nt,0.6,8.1,1.6,3.6,-3.9,3.4,3.0,nt,5.6,2.6
Cn1c(O)c(C=NCCN2CCOCC2)c(=O)[nH]c1=S,4.5,0.8,-19.5,4.2,-5.4,11.0,-4.0,-5.5,-1.9,20.5,19.4
COc1ccc(C(=O)CN2CCOCC2)cc1F,0.1,0.2,-1.5,10.9,3.1,4.6,5.8,3.6,-3.0,15.9,-13.2
Nc1ccc(N=Nc2ccccc2)cc1,-2.1,0.9,-58.0,-1.5,-30.8,-297.7,-6.9,-0.8,-6.2,-142.3,-43.4
CCOc1ccc(N2C(=O)NC(=O)/C(=C\c3ccc(N4CCCCC4)o3)C2=O)cc1,5.0,-0.5,16.7,11.2,8.3,-1.9,-0.9,-5.5,-5.0,22.9,-33.7
Cn1nnc(CC[N+](C)(C)C)n1,3.6,-0.7,6.2,2.5,10.1,6.3,13.9,1.7,-6.1,14.7,-13.9
CC(C)n1c(O)c(C=NCc2ccccc2)c(=O)[nH]c1=S,-2.4,0.7,-1.3,-2.2,-2.1,22.2,-12.2,-1.4,0.9,9.7,17.1
CN1CCC(c2c[nH]c3ccccc23)C1 (stereo not drawn),-6.3,-0.1,-4.5,-1.8,0.0,10.6,3.5,-6.3,-18.9,12.5,-5.3
COc1ccc(Cn2c(O)c(/C=N/NC(=O)c3ccccc3O)c(=O)[nH]c2=O)cc1,-4.4,2.8,-12.6,4.2,6.2,0.0,-0.5,-2.0,-2.7,15.2,-45.5
O=C(CCC(=O)N1C[C@H]2C[C@@H](C1)c1cccc(=O)n1C2)NCc1ccccc1,nt,-0.1,1.8,3.2,3.7,-3.4,2.5,-4.0,nt,7.1,-29.7
CC/C(=N\NC(=O)c1ccccc1)c1c(O)n(C2CCCCC2)c(=O)[nH]c1=O,12.3,0.6,-13.5,0.3,0.4,8.9,2.8,-1.5,-7.2,5.9,-89.9
O=C(NC1CCCCC1)N1Cc2cc(N3CCOCC3)ccc2-n2nncc2C1,nt,-0.7,-5.7,-1.3,nt,7.2,1.2,nt,-9.7,5.2,11.6
O=C(Nc1ccc(F)cc1)N1Cc2ccccc2-n2nncc2C1,7.8,4.2,5.8,-4.3,nt,-9.0,1.5,nt,nt,-14.5,4.7
